G6PDH counter = inhibits Leuconostoc G6PDH, flagging false hits in G6PDH-based assays; Purified L. mesenteroides G6PDH, diaphorase/resazurin coupled fluorescence, 45 min; inhibition, % at 5 µM; actives 0.12% (n = 200,000); in the data active means inhibition above about 50%
ROMK mod = modulators of human ROMK potassium channel; P48048; Tet-inducible ROMK, thallium flux fluorescence; actives lie on both sides; B-score at 10 µM; actives 2% (n = 130,000);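 active means signal ratio slope over the read window, or its plate-corrected B-score, at least 3 SD from the plate mean, either direction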;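 further: B-score of the F/F0 ratio slope over 7 to 12 s after thallium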
Target sequence (P48048 whole entry, looked up): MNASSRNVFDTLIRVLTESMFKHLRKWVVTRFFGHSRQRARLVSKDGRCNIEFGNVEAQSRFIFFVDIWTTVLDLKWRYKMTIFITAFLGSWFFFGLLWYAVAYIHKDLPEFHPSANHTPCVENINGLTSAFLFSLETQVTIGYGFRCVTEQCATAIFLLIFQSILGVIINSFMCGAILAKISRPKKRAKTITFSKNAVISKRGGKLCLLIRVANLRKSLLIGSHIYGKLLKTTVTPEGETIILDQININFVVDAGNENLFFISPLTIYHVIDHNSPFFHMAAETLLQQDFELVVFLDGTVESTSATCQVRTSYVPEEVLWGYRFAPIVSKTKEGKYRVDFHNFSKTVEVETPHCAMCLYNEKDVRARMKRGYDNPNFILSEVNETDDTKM
Diaphorase inh = diaphorase inhibition or chemical oxidation counter-screen; diaphorase resazurin-to-resorufin fluorescence, NADH, 16 min; bacterial (C. kluyveri) enzyme, not human; inhibition, % at 20 µM; actives 0.69% (n = 190,000);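 active means primary screen inhibition at 20 µM above a set limit, cut at about 50% in these data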;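 further: plate controls were DMSO with full reaction for no effect and wells lacking NADH for full effect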
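Test system: bacterial diaphorase enzyme (C. kluyveri); Quantity: 0.14 U/mL diaphorase, enzyme working solution; Times: reaction incubation of 16 min at room temperature; Measured by: fluorescence of resorufin formed from resazurin, Ex 544/Em 590 nm; Benchmarks: positive control minus NADH, DMSO neutral control.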
PPARg SRC1 recr = PPARgamma-driven SRC-1 recruitment agonism | actives 0.41% (n = 200,000) | AID 631 | activation, % at 8 µM | PPARgamma-SRC-1 coactivator recruitment biochemical assay; in the data active means activation above about 19%;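 further: 0% = DMSO and 100% = reference agonist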
Diaphorase act = diaphorase activation or chemical reduction counter-screen; Diaphorase/resazurin coupled assay, resorufin fluorescence, 16 min; hits give high values; 1 = vehicle wells, 0 = NADH-free wells; activation factor at 20 µM; actives 0.005% (n = 190,000); AID 1229;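 active means diaphorase activity raised at least twofold by the compound at 20 µM; inactive means activation factor below 2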
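Material: Purified diaphorase enzyme from Clostridium kluyveri | Buffer or medium: 50 mM HEPES pH 7.4 with 4.542 mM MgCl2, 0.005% Tween 20 | Times: 16 min enzyme reaction, ambient temperature | Signal: Red resorufin fluorescence at 544/590 nm excitation/emission | Measure: Increased resorufin signal from activators or reducing compounds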
PMI act hi M6P = increases human PMI activity with near-saturating mannose 6-phosphate | P34949 | coupled PMI enzyme assay, resazurin fluorescence, 20 min; hits give high values; 1 = untreated enzyme, 0 = substrate-free blank | activation factor at 20 µM | actives 0.34% (n = 190,000);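 active means activation factor of 2 or more at 20 µM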
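Test system: human phosphomannose isomerase with PGI, G6PDH, diaphorase coupling enzymes / Doses: 20 µM compound, 1% DMSO / Times: enzyme reaction with compound 20 min at room temperature / Measured by: Diaphorase-driven resazurin-to-resorufin fluorescence, excitation 544, emission 590 nm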
PMI act = increases human mannose-6-phosphate isomerase activity; P34949; purified human PMI, coupled resazurin fluorescence, 20 min; hits give high values; 1 = vehicle control, 0 substrate-free wells; activation factor at 20 µM; actives 0.005% (n = 190,000); AID 1214;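 active means activation factor of 2 or more at 20 µM, relative to plate controls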
TR-FRET SRC-2 ct = counter-screen for PPARgamma SRC-2 recruitment agonists: TR-FRET artefact. hits give high values. TR-FRET ratio at 8 µM. actives 0.4% (n = 200,000); in the data active means TR-FRET ratio above about 2000; further: inactives centre near 1500
S1P3 antag = blocks the human S1P3 receptor | Q99500 | inhibition, % at 4.98 µM | actives 0.27% (n = 170,000) | CHO S1P3 NFAT-BLA reporter, FRET fluorescence, antagonist mode | AID 485;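 active means inhibition above the plate cutoff, the mean inhibition of test wells on that plate plus 3 SD, cut at about 28% in these data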;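 further: cells challenged with S1P at its EC80 of 0.8 µM; blue over green emission ratio from cleaved BLA substrate after 4 h stimulation; 0% = S1P-stimulated wells and 100% = unstimulated DMSO-only wells; some compounds past the cut are filed as inactive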
Target sequence (Q99500 whole entry, looked up): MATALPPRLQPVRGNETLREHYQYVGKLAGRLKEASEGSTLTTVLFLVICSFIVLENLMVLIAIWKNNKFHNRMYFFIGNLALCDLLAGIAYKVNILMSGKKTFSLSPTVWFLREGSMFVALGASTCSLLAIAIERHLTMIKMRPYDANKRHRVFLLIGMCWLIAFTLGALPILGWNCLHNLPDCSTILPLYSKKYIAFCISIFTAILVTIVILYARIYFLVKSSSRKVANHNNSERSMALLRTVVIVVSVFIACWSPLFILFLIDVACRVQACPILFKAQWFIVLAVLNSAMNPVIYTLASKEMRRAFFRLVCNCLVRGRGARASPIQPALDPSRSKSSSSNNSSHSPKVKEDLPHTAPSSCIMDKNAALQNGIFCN
PPARg SRC-2 ag = agonists of SRC-2 recruitment by human PPARgamma; P37231; PPARgamma LBD-SRC-2 recruitment, biochemical; activation, % at 8 µM; actives 0.34% (n = 200,000); AID 1032; in the data active means activation above about 22%;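 further: 0% = vehicle and 100% = reference agonist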
PPARg SRC3 recr = promotes SRC-3 coactivator recruitment by human PPARgamma; P37231; biochemical PPARgamma/SRC-3 coactivator recruitment assay; activation, % at 8 µM; actives 0.26% (n = 200,000); in the data active means activation above about 23%;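 further: 0% = DMSO and 100% = reference agonist; some compounds past the cut are filed as inactive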
Numbers without * were called inactive; · = not tested or not shown.

item	Compound	G6PDH counter	ROMK mod	Diaphorase inh	PPARg SRC1 recr	Diaphorase act	PMI act hi M6P	PMI act	TR-FRET SRC-2 ct	S1P3 antag	PPARg SRC-2 ag	PPARg SRC3 recr
1	COc1ccc(C(=O)Nn2c(SCC(=O)NCc3ccco3)nc3ccccc3c2=O)cc1	14	·	10	-3	0.9	1	1	1597	15	0	-3
2	COc1cccc(/C=N/NC(=S)Nc2cccnc2)c1	3	1.5	18	9	0.8	1	1	1593	-6	2	5
3	CC1=C(n2nnc([N+](=O)[O-])n2)C(c2cccnc2)C(C#N)=C(N)O1 (stereo not given)	8	0.11	21	10	0.8	0.4	0.9	1447	-9	5	4
4	CCOC(=O)CC1C(=O)NCCN1S(=O)(=O)c1ccc(Cl)cc1Cl (stereo not given)	4	·	-10	-4	1.1	1	1	1493	·	2	-14
5	O=C(NC1CCCCCC1)C1CCN(c2nc3ccccc3o2)CC1	7	-2.2	24	0	0.8	0.9	0.9	1499	-17	-11	-13
6	CC(=O)N1CCC(=NNc2nc3ccccc3s2)CC1	3	0.39	4	-3	1	1.1	1.1	1739	2	6	1
7	CC(C)(C)NC(=O)NC(=O)CN1CCN(c2ncc(C(F)(F)F)cc2Cl)CC1	12	-0.34	13	4	0.9	0.9	0.8	1590	·	5	4
8	CCOC(=O)N1CCN=C1SCc1ccc(C(F)(F)F)cc1	3	-0.85	4	2	1	1	1	1496	8	-7	2
9	Cc1ccc(NC(=O)CSc2ncccn2)c([N+](=O)[O-])c1	4	-0.48	11	9	0.9	1	1	1689	-9	9	4
10	O=C(Nc1ccccn1)NC(C(F)(F)F)C(F)(F)F	5	1.1	8	5	0.9	0.9	0.9	1634	·	5	-8
11	CCC(C)NC(=O)CCSCCC(=O)NC(C)CC (stereo not given)	4	·	-1	-2	1	1.1	1.1	1241	5	-6	-4
12	CCc1nc(Nc2ccc3nccnc3c2)c2oc3ccccc3c2n1	17	0.65	10	6	0.9	0.6	0.8	1476	21	4	-6
13	CC1(C(=O)NC(=S)N(Cc2ccccc2)c2ccccn2)CC1(Cl)Cl (stereo not given)	4	-0.65	0	6	1	1.1	0.9	1720	-4	6	4
14	COc1ccc(CCNC(=O)C2CCN(S(=O)(=O)c3cccc4nonc34)CC2)cc1OC	2	0.037	16	-4	0.8	0.9	0.8	1635	·	3	14
15	CCOc1ccc(C(=O)C[n+]2ccc(C(=O)NCc3ccccc3)cc2)cc1	8	-0.0066	-13	-1	1.1	1.2	1.4	1562	9	-3	-3
16	CSc1nnc2c(n1)c(C)nn2-c1cccc(C)c1	3	-0.72	17	3	0.8	1.2	1.1	1628	·	-1	10
17	Cc1ccc(Cn2ccc(NC(=O)C3C4CCC(C4)C3C(=O)O)n2)cc1 (stereo not given)	3	-0.56	4	-2	1	1.1	1.1	1489	·	-1	13
18	CCN=C1S/C(=C\c2cn(CC)c3ccccc23)C(=O)N1CC	-3	0.28	12	1	0.9	1	1	1739	-5	4	3
19	Clc1ccc(CONc2ncnc3nonc23)c(Cl)c1	-2	-0.13	4	5	1	1.1	1.1	1385	8	-8	-2
20	O=[N+]([O-])c1ccc2c(c1)C=C1CCCCC1(N1CCCC1)O2 (stereo not given)	-2	·	9	4	0.9	1	0.9	1637	23	-2	-2
21	CC(OC(=O)C(C)N1C(=O)C2C3C=CC(C4CC34)C2C1=O)C(=O)c1ccccc1 (stereo not given)	15	·	10	-1	0.9	0.9	1	1509	3	-3	2
22	CCNC(=S)N(CCc1cccc(C)c1)Cc1cc2cc(OC)c(OC)cc2[nH]c1=O	13	1.1	20	2	0.8	0.9	0.9	1486	-2	13	1
23	COc1ccc(S(=O)(=O)NNC(=O)c2cc3ccccc3o2)cc1	-5	1	15	-4	0.8	0.9	0.9	1405	-5	7	-1
24	Cc1nc(N)sc1-c1csc(Nc2ccc(Cl)cn2)n1	13	-0.13	14	0	0.9	0.6	0.7	1300	10	-2	7
25	Cc1ccc(-n2c(=O)c3sccc3n(CC(=O)N3CCCC3)c2=O)cc1	0	·	14	-1	0.9	1	1	1571	-3	-2	-6
26	COc1ccc(OC)c(C2NC(=S)NC(C)=C2C(=O)Nc2ccccn2)c1 (stereo not given)	6	0.16	2	3	1	1	1	1682	-9	3	-1
27	Cc1cc(=O)c2c(o1)CC(C)(C)CC2=O	-2	-0.84	10	2	0.9	1	1	1708	·	3	6
28	Cc1ccc2oc(Nc3nc(-c4ccccc4)cc(=O)[nH]3)nc2c1	3	1.1	-26	2	1.3	1	1	1609	-15	11	3
29	O=C1CSC(c2ccccc2F)N1CCN1CCCCC1 (stereo not given)	2	-0.12	13	5	0.9	1	1.1	1561	4	10	-4
30	COc1ccc2ncn(-c3ccccc3)c2c1	12	·	8	4	0.9	1	1	1485	-6	5	-6

Of the compounds above, three have a nitro group on carbon.
item	Compound	G6PDH counter	ROMK mod	Diaphorase inh	PPARg SRC1 recr	Diaphorase act	PMI act hi M6P	PMI act	TR-FRET SRC-2 ct	S1P3 antag	PPARg SRC-2 ag	PPARg SRC3 recr
3	CC1=C(n2nnc([N+](=O)[O-])n2)C(c2cccnc2)C(C#N)=C(N)O1 (stereo not given)	8	0.11	21	10	0.8	0.4	0.9	1447	-9	5	4
9	Cc1ccc(NC(=O)CSc2ncccn2)c([N+](=O)[O-])c1	4	-0.48	11	9	0.9	1	1	1689	-9	9	4
20	O=[N+]([O-])c1ccc2c(c1)C=C1CCCCC1(N1CCCC1)O2 (stereo not given)	-2	·	9	4	0.9	1	0.9	1637	23	-2	-2

Shown with one line to a screen: two of the compounds above.
[2] COc1cccc(/C=N/NC(=S)Nc2cccnc2)c1
[3] CC1=C(n2nnc([N+](=O)[O-])n2)C(c2cccnc2)C(C#N)=C(N)O1 (stereo not given)
Compound	2	3
G6PDH counter	3	8
ROMK mod	1.5	0.11
Diaphorase inh	18	21
PPARg SRC1 recr	9	10
Diaphorase act	0.8	0.8
PMI act hi M6P	1	0.4
PMI act	1	0.9
TR-FRET SRC-2 ct	1593	1447
S1P3 antag	-6	-9
PPARg SRC-2 ag	2	5
PPARg SRC3 recr	5	4

Other records follow:
item	Compound	G6PDH counter	ROMK mod	Diaphorase inh	PPARg SRC1 recr	Diaphorase act	PMI act hi M6P	PMI act	TR-FRET SRC-2 ct	S1P3 antag	PPARg SRC-2 ag	PPARg SRC3 recr
31	CCOc1ccc(NC(=S)N2CCC(C(N)=O)CC2)cc1	-3	0.43	7	-4	0.9	1	0.9	1355	-11	3	-1
32	COc1ccc(NCc2ccc([N+](=O)[O-])s2)c(OC)c1	12	-0.47	26	4	0.7	1	1.1	1584	0	1	5
33	COc1ccccc1Nc1ccc(C(=O)NCc2cccs2)cn1	10	·	9	8	0.9	1.1	1	1799	20	12	3
34	CCN1C(=O)/C(=C\c2cccn2-c2ccc([N+](=O)[O-])cc2)N(CC)C1=S	9	-0.025	1	-4	1	1	0.9	1355	3	4	-3
35	COc1cccc(C(C(=O)NCc2ccco2)N(C(=O)Cn2nnc3ccccc32)C2CC2)c1OC (stereo not given)	4	0.073	13	7	0.9	0.9	1	1685	-22	2	9
36	COc1ccc([N+](=O)[O-])cc1NC(=O)CN(C)S(=O)(=O)c1ccccc1	-3	0.35	13	-2	0.9	0.9	1	1592	6	3	5
37	Cc1cc(C(=O)Cn2nnc3ccccc3c2=O)c(C)n1-c1ccccc1F	0	-0.053	19	-3	0.8	0.9	0.8	1594	·	3	-3
38	COc1ccc(C)cc1NC(=O)COC(=O)c1c(C)noc1C	4	·	0	6	1	1.1	1.1	1473	·	-3	2
39	O=C(NCc1ccc2c(c1)OCO2)C1CC(=O)N(C2CCCCCCC2)C1 (stereo not given)	9	·	1	3	1	1	0.9	1564	13	5	10
40	CCOC(=O)c1c(NC(=O)c2c(C)noc2C)sc2c1CCCCC2	6	·	0	2	1	1.1	1.1	1470	·	1	2
41	CCc1ccccc1NC1c2ccccc2C(=O)N1Cc1ccco1 (stereo not given)	-14	·	32	8	0.7	0.9	0.9	1782	75*	-1	2
42	CCOCCn1c(SCc2cccc(C)c2)nc2c1c(=O)[nH]c(=O)n2C	6	·	23	-1	0.8	0.9	0.9	1689	-11	3	-1
43	COc1ccc(-c2csc3ncnc(Cl)c23)cc1	12	-1.2	20	-4	0.8	0.9	0.9	1516	18	2	0
44	O=[N+]([O-])c1ccc(NC(=S)NCCc2ccc(Cl)cc2)cc1	-19	·	14	0	0.9	0.8	0.8	1547	·	-5	-3
45	O=C(NCc1ccco1)C1CCN(c2nc3ccccc3n2Cc2ccc(F)cc2)CC1	5	·	17	3	0.8	1	0.9	1701	8	1	13
46	Cn1c(=O)cc(SCC(=O)N2CCN(c3ccccc3)CC2)c2ccccc21	-7	·	7	34*	0.9	1	1	2466*	·	47*	40*
47	Cc1ccc(NC(=O)Cn2c(=O)c(C)nc3ccccc32)cc1	11	-0.74	-18	2	1.2	1	1.2	1621	10	5	-1
48	CCOC(=O)C1=C(C)NC(=O)NC1c1ccc(C)o1 (stereo not given)	3	·	6	2	0.9	1	1	1669	-44	2	4
49	Cc1ccc(S(=O)(=O)N2CC(=O)Nc3ccccc32)cc1C	1	-0.74	12	5	0.9	1	1	1393	22	0	-3
50	CCCCN(CC)C(=S)Nc1ccc2nc(N3CCN(C)CC3)cc(C)c2c1	-4	-0.55	-16	-5	1.2	0.7	0.9	1448	0	10	5
51	Cc1c(C(=O)N2CCOCC2)sc(NC(=O)Cc2ccccc2)c1C#N	9	·	0	0	1	1	1	1559	-17	-4	1
52	COCCCNCCCCOc1ccccc1-c1ccccc1	3	-1.1	10	4	0.9	1	1	1542	-4	5	2
53	CC1CC1c1ccc(/C=C(\C#N)C(=O)Nc2cc(Cl)ccc2Cl)o1 (stereo not given)	-10	·	12	-8	0.9	0.9	0.7	1578	-1	-2	-2
54	O=C1N/C(=C/c2cccn2-c2ccccc2)C(=O)N1Cc1ccc(F)cc1	-1	0.5	9	5	0.9	1.1	1.1	1662	9	10	7
55	O=C(O)C1C2CCC(O2)C1C(=O)Nc1cnn(Cc2ccccc2)c1 (stereo not given)	0	1.3	13	1	0.9	1	1	1736	·	2	7
56	CN1C(=O)/C(=C\c2cc(Br)cs2)c2ccccc21	-6	-0.4	27	-10	0.7	0.9	0.9	1539	2	-1	0
57	Cc1cccc(-n2cc(CN3CCN(c4ccccn4)CC3)c(-c3cccc(F)c3)n2)c1	13	0.77	25	4	0.8	0.9	0.9	1640	-22	4	5
58	COc1ccc(C(=O)Nc2cc(=O)n(C)c(=O)n2C)cc1OC	-1	·	-10	6	1.1	1.1	1.1	1575	-26	-2	3
59	N#Cc1c(N)n(CCOC(=O)c2cccc(Br)c2)c2nc3ccccc3nc12	-39	-1.4	21	-6	0.8	0.8	0.8	1391	·	-2	1
60	CC(C)Oc1ccc(CNCC2(O)CCOC(C)(C)C2)cc1 (stereo not given)	0	·	9	3	0.9	1.2	1.2	1652	2	3	-5

Source: PubChem BioAssay
